Rtt109 Vps75 – inhibitors of C. albicans Rtt109/Vps75 HAT, primary screen, biochemical, ThioGlo CoA-SH fluorescence, plate reader; Histone acetyltransferase RTT109 (Candida albicans (strain SC5314 / ATCC MYA-2876)), …; purified Rtt109/Vps75, 4 h; inhibition, % at 34.9 µM; 330,000 compounds, 0.16% hits; AID 540336, 2011;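 active means inhibition of at least 50% in every replicate; inconclusive means best replicate reaches 50% inhibition but some replicates fall short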
Target sequence (Q5AAJ8 whole entry, looked up): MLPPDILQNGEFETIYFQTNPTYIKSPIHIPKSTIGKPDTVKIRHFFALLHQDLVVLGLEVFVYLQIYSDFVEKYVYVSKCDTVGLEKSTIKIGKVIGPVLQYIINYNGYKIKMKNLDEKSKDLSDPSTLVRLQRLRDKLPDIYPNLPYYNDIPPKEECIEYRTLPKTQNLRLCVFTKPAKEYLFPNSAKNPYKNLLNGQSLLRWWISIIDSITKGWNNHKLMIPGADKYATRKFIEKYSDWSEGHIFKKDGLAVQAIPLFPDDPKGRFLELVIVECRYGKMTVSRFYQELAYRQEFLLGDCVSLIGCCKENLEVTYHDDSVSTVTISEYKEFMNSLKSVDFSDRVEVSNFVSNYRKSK
E coli growth – E. coli V3065 growth inhibition, primary screen, counter-screen for AddAB inhibitor project, absorbance, OD600; 18 h; inhibition, % at 11.9 µM; 330,000 compounds, 0.27% hits;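 active means inhibition above the campaign's mean inhibition across all tested compounds plus 3 SD, cut at about 9.9% in these data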;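 further: uninfected addAB+ strain grown without phage in ampicillin broth; 0% = DMSO wells and 100% = ciprofloxacin 0.95 µg/ml wells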
phage Ecoli inh – growth loss of phage-infected E. coli, primary screen, RecBCD inhibitor project, absorbance, with phage, HTS | inhibition, % at 11.9 µM | 360,000 compounds, 0.26% hits | AID 651602, 2012; in the data active means inhibition above about 11%
Wnt act – Wnt/beta-catenin pathway activators, primary screen, cell-based, plate reader, single point | Wnt/beta-catenin reporter cell assay, activator | activation, % at 9.35 µM | 300,000 compounds, 1.2% hits | AID 743398, 2014; in the data active means activation above about 30%, passing the limit was not always enough; inconclusive means no clear call, values can overlap the other calls;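 further: 0% = neutral control wells and 100% = positive control wells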
PfHsp90 set2 – growth inhibition of PfHsp90-expressing yeast, primary screen, antimalarial PfHsp90 inhibitor project, S. cerevisiae, BacTiter-Glo luminescence, single point, set 2; BacTiter-Glo ATP, 48 h; yeast lacking PDR1 and PDR3 efflux regulators; inhibition, % at 9.4 µM; 310,000 compounds, 0.32% hits; AID 504621, 2011;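 active means every replicate shows inhibition above about 80%, whatever the replicate mean, limit read from the data; inconclusive means mean inhibition reaches the set limit but some replicate falls short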;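 further: 0% = DMSO neutral controls and 100% = 20 µM radicicol positive controls; yeast relying on Plasmodium falciparum Hsp90 in place of its own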
DAGLB inh – DAGLB lipase inhibitors, primary screen, biochemical, fluorescence, HTS. Diacylglycerol lipase-beta (Homo sapiens), Q8NCG7. HEK293T DAGLB membrane lysate, EnzChek fluorogenic substrate. inhibition, % at 5.17 µM. 340,000 compounds, 0.059% hits. AID 504411, 2011; in the data active means inhibition above about 34%;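 further: 0% = enzyme with vehicle and 100% = wells lacking enzyme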
Tat transport – E. coli Tat export inhibitors, primary screen, MC4100, TorA-mCherry reporter, fluorescence, single point | inhibition, % at 10 µM | 340,000 compounds, 0.036% hits | AID 488895, 2010;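 active means mean replicate inhibition at least 50% and at least half of replicates individually reaching 50%; inconclusive means only one of the two criteria met; inactive means neither criterion met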;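 further: exported cargo escapes ClpAP degradation while cytoplasmic cargo is degraded and loses fluorescence; 0% = median of neutral control wells and 100% = median of NaSCN control wells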
AddAB inh – growth inhibition of E. coli expressing H. pylori AddAB, primary screen, AddAB inhibitor project, absorbance; 330,000 compounds, 0.29% hits; inhibition, % at 11.9 µM; AID 435030, 2010; in the data active means inhibition above about 12%;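 further: 0% = vehicle wells of infected cells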
PvdQ inh – P. aeruginosa PvdQ acylase inhibitors, primary screen, biochemical, fluorescence, plate reader and imaging, single point | PvdQ acylase [Pseudomonas aeruginosa LESB58] | purified PvdQ acylase | inhibition, % at 10 µM | 340,000 compounds, 0.063% hits | AID 488965, 2010; in the data active means inhibition above about 30%, passing the limit was not always enough; inconclusive means no clear call, values can overlap the other calls;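 further: 0% = vehicle neutral wells and 100% = reference inhibitor wells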
CAL PDZ inh – CAL PDZ peptide-binding inhibitors, primary screen, biochemical, fluorescence polarization, Cer-tagged CAL PDZ, HTS; Golgi-associated PDZ and coiled-coil motif-containing protein (Homo sapiens), Q9HD26; purified CAL PDZ, TMR-peptide fluorescence polarization, 1 h; inhibition, % at 20 µM; 330,000 compounds, 0.02% hits;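 active means highest replicate inhibition of at least 40%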;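 further: plate controls were DMSO neutral control wells for no effect and unlabeled competitor peptide control wells for full effect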
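Material: tagged CAL PDZ domain; buffer or medium: 25 mM sodium phosphate pH 7.4, 150 mM NaCl, TCEP, IgG, Thesit; compound dosing: single point, 20 µM; schedule: 1 h incubation at room temperature before polarization reading; measured by: FP readout, S and P plane fluorescence; read-out basis: percent inhibition from loss of millipolarization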
An asterisk follows results filed as active; ? = inconclusive; . = no result given.

The opening three records, ahead of the listing:
SMILES	Rtt109 Vps75	E coli growth	phage Ecoli inh	Wnt act	PfHsp90 set2	DAGLB inh	Tat transport	AddAB inh	PvdQ inh	CAL PDZ inh
Cc1c(NC(=O)C2CCCNC2=O)c(=O)n(-c2ccccc2)n1C (stereo not drawn)	-6	2.3	2.0	.	0	0	-1	4.8	0	-0.6
COc1ccc2oc(=O)c(-c3nnc(N)s3)cc2c1	-58	-0.8	4.3	?	12	0	-5	-1.3	8	-5.8
COC(=O)c1c(C)cc(C)c2c1CC(C)(C)C2=O	3	1.5	-2.1	-4	6	-5	-1	0.9	9	-0.4

All compounds of this part (from the top)
SMILES	Rtt109 Vps75	E coli growth	phage Ecoli inh	Wnt act	PfHsp90 set2	DAGLB inh	Tat transport	AddAB inh	PvdQ inh	CAL PDZ inh
Cc1c(NC(=O)C2CCCNC2=O)c(=O)n(-c2ccccc2)n1C (stereo not drawn)	-6	2.3	2.0	.	0	0	-1	4.8	0	-0.6
COc1ccc2oc(=O)c(-c3nnc(N)s3)cc2c1	-58	-0.8	4.3	?	12	0	-5	-1.3	8	-5.8
COC(=O)c1c(C)cc(C)c2c1CC(C)(C)C2=O	3	1.5	-2.1	-4	6	-5	-1	0.9	9	-0.4
COc1ccc(Cn2nnnc2CN2CCOCC2)cc1	10	-0.2	0.8	1	6	-1	-7	2.9	11	-1.1
CCN1CCCC1CNC(=O)C(=O)NC(C)c1ccccc1 (stereo not drawn)	-13	0.7	2.4	1	.	-1	-7	1.1	-5	7.5
COc1cc(C(=O)OC(C)CN2C(C)CCCC2C)cc(OC)c1OC (stereo not drawn)	-6	-0.3	4.3	0	1	-2	7	-0.8	8	-0.8
CN1C(=O)NC(c2ccccc2Cl)C2=C1CC(C)(C)CC2=O (stereo not drawn)	2	2.0	-1.0	-2	-6	0	-11	0.3	-1	0.6
Cn1nnnc1Sc1ncnc2scc(-c3cccc(Br)c3)c12	-2	-2.8	0.2	-25	-8	8	-1	-0.1	-10	-1.2
COc1ccc(P(=O)(COc2ccc([N+](=O)[O-])cc2)c2ccc(OC)cc2)cc1	2	-0.3	1.0	.	35	1	4	2.1	13	0.2
O=C(c1ccccc1)c1ccc(OCCCN2CCCCC2)cc1	1	-0.5	-0.4	.	13	-2	19	0.1	-21	0.9
CC(C)(C)NC(=O)Nc1ccc(F)c(Cl)c1	3	1.3	5.0	4	-4	-1	-1	1.6	-12	-0.2
CC(C)Oc1cccc(C(=O)C2CCCN(Cc3ccc(Oc4ncccn4)cc3)C2)c1 (stereo not drawn)	16	-0.2	3.0	-1	4	0	-1	0.2	-8	-2.2
Cc1cc(O)c(Sc2ccccc2)c(=O)o1	.	-0.8	0.8	-2	.	.	.	2.8	.	.
Cc1ccc(Sc2ncccc2C(N)=O)cc1	20	0.2	1.9	2	4	-4	-3	4.5	5	-0.2
COc1cccc(/C=C2\SC(=S)N(CCC(=O)Nc3ccc(O)cc3)C2=O)c1	-1	-2.3	-2.9	2	16	-3	0	0.5	0	0.5
COc1ccc(C(C#N)N2N=C(C)CC2c2ccccc2)cc1OC (stereo not drawn)	-2	-1.6	3.3	4	14	0	-8	1.0	1	0.5
COCCCn1c(=O)c2ccccc2n(CC(=O)NC2CCCCC2)c1=O	-14	-3.2	0.9	-1	11	-4	-4	2.9	-15	-1.2
Cc1cccc(NC(=O)c2ccccn2)c1C	-14	-2.6	-0.2	36*	68	-5	-4	-1.5	-13	-0.7
Cc1ccc(NC(=O)CCc2nnc3ccc(N4CCN(C)CC4)nn23)cc1F	-1	2.0	1.7	-2	3	-2	-5	1.9	2	-2.0
CC1CCCCC12NC(=O)N(CC(=O)NCc1ccccc1)C2=O (stereo not drawn)	-3	-1.2	3.2	-3	.	-1	-4	-1.8	7	-1.0
COc1cccc(NC(=O)c2cccc(Cl)c2)c1	1	1.1	2.5	41*	26	-6	0	5.0	-11	-0.5
COc1ccccc1CNC(=O)c1cc(C(C)C)nc2ccccc12	2	0.5	1.9	15	-21	-4	-5	2.0	-12	-0.7
COCCNC(=O)CCCn1c(=O)c2cc(OC)c(OC)cc2n(CC(=O)c2ccccc2)c1=O	-3	1.2	2.1	1	15	1	1	-1.0	-12	-0.4
C#CC1(O)CC(C)NCC1(C)CCC#N (stereo not drawn)	2	1.6	2.1	.	.	-1	0	3.1	-10	0.6
Cc1[nH]c2ccccc2c1-c1csc(NC(=O)CSCC(=O)O)n1	3	0.2	0.9	2	21	1	1	0.4	-11	-0.5
COc1ccc(Nc2cc(C(=O)NCCCOC(C)C)c3ccccc3n2)c(OC)c1	1	-1.6	1.1	-1	-35	2	6	-0.5	-3	0.7
CC(C)(C)N(NS(=O)(=O)c1ccc(F)cc1)c1ccccc1	-3	-0.5	2.9	-1	13	-2	-7	0.2	-18	0.4
O=C(CC12CC3CC(CC(Br)(C3)C1)C2)NCc1ccccc1	4	0.1	5.0	3	17	-3	-6	2.4	-15	0.0

In the list so far, three contain fluorine.
SMILES	Rtt109 Vps75	E coli growth	phage Ecoli inh	Wnt act	PfHsp90 set2	DAGLB inh	Tat transport	AddAB inh	PvdQ inh	CAL PDZ inh
CC(C)(C)NC(=O)Nc1ccc(F)c(Cl)c1	3	1.3	5.0	4	-4	-1	-1	1.6	-12	-0.2
Cc1ccc(NC(=O)CCc2nnc3ccc(N4CCN(C)CC4)nn23)cc1F	-1	2.0	1.7	-2	3	-2	-5	1.9	2	-2.0
CC(C)(C)N(NS(=O)(=O)c1ccc(F)cc1)c1ccccc1	-3	-0.5	2.9	-1	13	-2	-7	0.2	-18	0.4
